# High-throughput results deposited in PubChem BioAssay by several laboratories.
# TROY signal inh: inhibitors of TROY-dependent NF-kB signaling; Q293 LMP1-TROYcd NF-kB luciferase reporter, 4 h; inhibition, % at 10 µM; actives 0.98% (n = 360,000); AID 1347056;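 active means compounds whose plate-normalised and pattern-corrected inhibition of the luciferase reporter signal at the single screening dose is 50% or more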
# TWEAK-Fn14 inh: blocks TWEAK-Fn14 interaction in a reporter cell assay. TWEAK-stimulated Fn14 reporter cells, luciferase luminescence, 8 h. inhibition, % at 10 µM. actives 2% (n = 360,000). AID 1159606; in the data active means inhibition above about 50%
# NR2E3 ag-1: activates human photoreceptor nuclear receptor NR2E3; Q9Y5X4; GST-NR2E3/biotin-RetCOR TR-FRET, 1536-well; inhibition of corepressor binding, % at 4.78 µM; actives 0.12% (n = 320,000); AID 2300;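 active means percent inhibition above the cutoff of mean plus 3 SD of all tested compounds, set per screening campaign, cut at about 20% in these data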;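 further: 0% = DMSO wells and 100% = biotin wells as full block of FRET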
# Target sequence (Q9Y5X4 whole entry, looked up): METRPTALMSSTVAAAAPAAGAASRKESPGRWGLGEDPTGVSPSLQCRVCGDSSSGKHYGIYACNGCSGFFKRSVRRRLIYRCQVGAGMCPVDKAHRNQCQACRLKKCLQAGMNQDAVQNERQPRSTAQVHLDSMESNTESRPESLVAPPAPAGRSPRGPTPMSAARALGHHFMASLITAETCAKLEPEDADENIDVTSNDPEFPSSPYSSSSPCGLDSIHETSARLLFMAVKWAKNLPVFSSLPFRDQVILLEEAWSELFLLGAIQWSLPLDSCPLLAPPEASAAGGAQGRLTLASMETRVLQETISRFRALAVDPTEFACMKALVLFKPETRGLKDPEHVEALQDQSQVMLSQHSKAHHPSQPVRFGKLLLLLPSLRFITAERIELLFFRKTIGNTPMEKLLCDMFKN
#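 system = GST-tagged NR2E3 plus biotinylated RetCOR corepressor | input = 1.35 nM GST-NR2E3 | also added = 7 nM biotin-RetCOR | schedule = 5 h incubation at 4 °C | measured by = TR-FRET with europium anti-GST and streptavidin-D2, 340 nm excitation | read-out = percent loss of FRET ratio relative to control wells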
# NR2E3 ag-2: human photoreceptor-specific nuclear receptor agonism | Q9Y5X4 | CHO-S Gal4-NCOR/VP16-NR2E3 two-hybrid, luciferase | inhibition of corepressor binding, % at 3.98 µM | actives 0.35% (n = 360,000) | AID 602229;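 active means inhibition above the mean of all tested compounds plus 3 SD, cut at about 70% in these data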;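 further: 0% = DMSO with NR2E3 transfected cells and 100% = cells lacking NR2E3 construct; higher means lower luciferase signal from less NR2E3 corepressor binding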
# CF NFkB block: blocks PAF-induced NF-kB reporter in cystic fibrosis cells. KKLEB NF-kB-GFP reporter, GFP fluorescence overnight. inhibition, % at 5 µM. actives 0.86% (n = 360,000). AID 588850;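 active means at least 50% inhibition at 5 µM, scaled per plate between neutral and stimulator controls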;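 further: PAF is a Pseudomonas aeruginosa culture filtrate used as stimulus; plate controls were PAF-stimulated DMSO wells for no effect and unstimulated DMSO wells for full effect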
# TRPM1 prom inh: MITF TRPM1 promoter inhibition in SK-MEL-5 cells; SK-MEL-5 TRPM1 promoter luciferase, 24 h; inhibition, % at 12.5 µM; actives 0.83% (n = 330,000);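 active means mean inhibition across replicates of 60% or more, whatever share of single replicates reaches that level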; further: values of inactives mirror those of a sister screen read the other way
# Shn3 inh set2: Schnurri-3 reporter inhibition in Clone20 osteoblasts | AID 588674 | inhibition, % at 12.5 µM | Clone20 osteoblast Shn3 3'UTR firefly luciferase, 24 h | actives 0.52% (n = 360,000);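 active means mean inhibition of at least 75% with every replicate also reaching 75%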;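 further: 0% = median of neutral control wells and 100% = pilot-screen positive control compound; some compounds past the cut are filed as inactive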
# KKLEB cytotox: counter-screen for CF NF-kB inhibitors: cytotoxicity. KKLEB CF airway cells viability, ATPlite luminescence, overnight; active compounds read low; cells stimulated with P. aeruginosa culture filtrate. activity change (cytotoxicity), % at 5 µM. actives 0.36% (n = 360,000). AID 602141;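 active means corrected activity change at or below -50% at 5 µM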
# Peg3 promoter: Peg3 promoter activity inhibition | HeLa PEG-Prom luciferase reporter, luminescence, overnight | actives 1.7% (n = 360,000) | inhibition, % at 20 µM;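 active means inhibition of at least 50% at 20 µM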
# TRAIL sens C8: sensitizes caspase-8 expressing cells to TRAIL; AID 624354; inhibition (viability loss, TRAIL sensitization), % at 10 µM; actives 1% (n = 360,000); NB7+C8 cells + TRAIL, ATPlite viability luminescence;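 active means compounds causing at least 50% loss of cell viability in the single-dose screen, relative to plate controls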
# HIF-2a block: inhibitors of HIF-2a. 786-0 RCC cells HIF-2a reporter, luciferase luminescence, overnight. inhibition, % at 18.8 µM. actives 0.72% (n = 360,000);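 active means inhibition of the luminescence signal of 40% or more relative to plate controls, in a single-dose primary screen at 18.75 µM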
# * marks the source's active call; other numbers are inactive results; · = not tested or not shown. Only part of the results is shown; rates above refer to the full screens.
SMILES	TRAIL sens C8	Peg3 promoter	HIF-2a block	TROY signal inh	CF NFkB block	NR2E3 ag-2	TRPM1 prom inh	TWEAK-Fn14 inh	KKLEB cytotox	NR2E3 ag-1	Shn3 inh set2
O=c1oc(-c2ccco2)nc2c1cnn2-c1ccccc1	3	2	17	15	-5	-10	18	12	4	-3	-13
CC(NC(=O)COC(=O)Cc1ccsc1)c1ccccc1 (configuration not stated)	-2	-5	-1	-12	2	-25	6	-17	-1	1	11
COC(=O)C(Cc1ccc(O)cc1)NC(=O)C(CC(=O)OC(C)(C)C)NC(=O)OC(C)(C)C (configuration not stated)	-1	3	3	16	-4	-1	-10	2	-25	4	11
COc1ccc(NC(=O)c2cc(-c3ccncc3)nc3ccc(Br)cc23)cc1OC	54*	94*	12	15	-12	-6	49	17	-11	-1	46
CC(=O)NC1CCC(C(=O)O)(c2ccccc2)C1 (configuration not stated)	7	12	4	7	5	9	5	-8	5	-3	4
Cc1nc2cc(-c3cccc(F)c3)nn2c(C)c1CCC(=O)N1CCN(c2ccccn2)CC1	8	-37	72*	-16	-12	-7	27	-12	7	0	14
Cc1cc2oc(=O)cc(CN(C)Cc3ccccc3F)c2cc1Cl	-2	-242	-123	-46	10	-33	-62	-62	10	-2	-55
COC(=O)/C=C/c1ccc2c(c1)OCO2	-8	-51	-31	-55	3	4	-3	-61	6	0	-23
Cc1ccc(S(=O)(=O)NC(=O)C2(C)CCN2C(=O)Cc2ccc(-c3ccccc3)cc2)cc1 (configuration not stated)	-21	-7	-4	3	4	-34	·	3	-7	·	5
COc1ccccc1N1CC(C(=O)Nc2ccc(S(=O)(=O)N3CCCC3)cc2)CC1=O (configuration not stated)	-10	10	5	9	4	-24	2	12	4	·	-7
Oc1ccc2ccccc2c1CNc1ccc2ccccc2c1	6	12	-12	39	-44	-49	12	25	8	·	-22
Cc1ccc(S(=O)(=O)N(CC(=O)NCc2ccco2)C2CCCCC2)cc1	-15	15	-13	-3	-7	10	-13	26	-6	-4	-13
COc1ccc(OC)c(NC(=O)CCNS(=O)(=O)c2ccc3[nH]c(=O)oc3c2)c1	-1	3	16	26	-7	4	8	6	9	11	-6
CCc1nc2ccc(C(=O)NCCN3CCOCC3)cn2c1N(C)Cc1ccc(OC)cc1	-6	4	16	-19	-25	-1	·	-11	-6	·	-4
CCOc1cc(NCc2ccccc2)c2ncn(C(C)C)c2c1	23	22	6	0	10	-7	0	-36	-4	·	3
COc1ccc(C)cc1NC(=O)CSc1nnc2ccc(-c3cccnc3)nn12	-10	6	19	15	-23	9	9	-10	16	3	-28
COCCN1CCN(C(=O)C2CCC(=O)N(CCc3cccc(F)c3)C2)CC1 (configuration not stated)	9	10	4	-4	13	24	-4	-1	9	5	-3
Cn1c(CNC(=O)CCNC(=O)c2cccc(Cl)c2)cc(=O)n(C)c1=O	-16	-5	11	-5	4	26	-3	11	-1	2	0
C/C(=N\NC(=O)CSCc1ccccc1Cl)c1cc(O)ccc1O	-8	3	-7	5	25	6	-21	29	-9	0	63
CCCNC(=O)c1ccc2c(c1)ncn2-c1ccccc1OC	-5	-20	-45	-13	-8	-10	-14	-13	4	-1	-17
Cc1nnc(SCC(=O)NC2CC2)n1CCc1ccccc1	11	1	14	-1	3	4	7	-4	5	-3	5
C[C@]12c3[nH]c4ccc(Cl)cc4c3CCN1C(=O)[C@@H](CC(=O)NCc1cccc(C(F)(F)F)c1)C[C@@H]2C(=O)N1CCCCC1	22	32	-27	38	28	-10	14	36	-17	·	6
COc1ccc2cc(C(=O)NCc3ccccc3)c(=Nc3ccc(C(=O)O)cc3)oc2c1	2	-36	7	-46	-57	0	2	59*	7	3	0
Cc1ccc(NC(=O)c2ccc(-c3nn(C)c(=O)c4ccccc34)cc2)cc1	12	3	-1	28	-42	-8	23	13	1	4	21
O=c1c2c([nH]c3ccccc13)CCC2	-25	4	13	-11	-7	-10	0	5	11	0	29
Cc1cnc(=O)[nH]c1SCc1cccc(C(F)(F)F)c1	-11	2	1	7	-3	-14	7	-1	6	1	14
CC1(C)CC(=O)C/C(=N\NC(=O)Cc2ccccc2)C1	8	16	8	-15	-12	29	-8	9	1	-1	8
CSc1nncc(/C(C)=N\Nc2ccccc2)n1	0	-44	-17	-32	0	-18	4	-9	11	0	-20
COc1cc(OC)cc(-n2nnnc2SCC(=O)Nc2nc3c(s2)CCCC3)c1	-7	4	-2	3	0	-11	3	1	2	5	-3
C=CCn1c(C)cc(C(=O)CSc2n[nH]c(N)n2)c1C	-7	-75	-88	-20	3	-49	-9	2	6	3	-16

# Random excerpt: 2 entries already listed, in no set order.
SMILES	TRAIL sens C8	Peg3 promoter	HIF-2a block	TROY signal inh	CF NFkB block	NR2E3 ag-2	TRPM1 prom inh	TWEAK-Fn14 inh	KKLEB cytotox	NR2E3 ag-1	Shn3 inh set2
Cc1ccc(S(=O)(=O)N(CC(=O)NCc2ccco2)C2CCCCC2)cc1	-15	15	-13	-3	-7	10	-13	26	-6	-4	-13
Cc1cc2oc(=O)cc(CN(C)Cc3ccccc3F)c2cc1Cl	-2	-242	-123	-46	10	-33	-62	-62	10	-2	-55

# Additional entries follow:
SMILES	TRAIL sens C8	Peg3 promoter	HIF-2a block	TROY signal inh	CF NFkB block	NR2E3 ag-2	TRPM1 prom inh	TWEAK-Fn14 inh	KKLEB cytotox	NR2E3 ag-1	Shn3 inh set2
Cn1nc(C(C)(C)C)cc1N1C(=O)CCC1(C)C(=O)Nc1ccc2ccccc2c1 (configuration not stated)	-2	15	5	-5	15	-12	·	15	-10	·	0
Cc1ccc(CNC(=O)CNC(=O)c2ccc(C(C)(C)C)cc2)n1C	10	-7	-39	-21	-1	3	-1	9	0	·	-2
CC(C)OCC(O)CN1CCN(CC(O)COc2ccc3c(c2)OCO3)CC1 (configuration not stated)	-1	0	7	-17	12	-25	0	2	-12	0	-5
Cc1nc(-c2ccc(NC(=O)C(C)(C)C)cc2)c(-c2ccccc2)o1	-5	21	13	-6	2	22	-14	26	-25	1	6
Cc1nn(-c2ccccc2)c(C)c1-c1nnc(C(F)(F)F)o1	-31	-10	-19	-2	-1	-18	-8	-7	0	1	-11
CC1(C)CC(=O)C2=C(C1)Nc1cc3c(cc1C2c1ccc2c(c1)OCO2)OCO3 (configuration not stated)	-4	-82	-134	-33	-14	-33	-10	-29	4	4	-33
CCCCOc1c(C(=O)Nc2ccccc2)nnn1-c1ccccc1	1	-3	-8	-9	12	-11	-2	-4	-9	4	5
COc1cc(OC)cc(C(=O)NC(=S)Nc2ccc3[nH]c(=O)[nH]c3c2)c1	4	4	2	-6	1	-10	-5	-21	-13	3	4
COc1cc2c(cc1OC)C(C)N(CC(=O)Nc1ccc(C)c(S(=O)(=O)N3CCOCC3)c1)CC2 (configuration not stated)	0	11	15	22	0	3	8	9	-10	-1	55
O=C(NCc1cccs1)c1csc(COCCO)n1	-11	5	-26	-9	-4	3	·	12	12	·	-27
COc1ccccc1OCC(O)CO (configuration not stated)	-4	15	10	4	-19	15	-5	-25	7	2	-6
O=C(COC(=O)C1CCC1)Nc1ccc(Oc2ccccc2)cc1	-4	0	-21	-11	1	18	-6	4	4	1	-15
CC(=O)c1cccc(S(=O)(=O)N2CCn3cccc3C2C)c1 (configuration not stated)	0	-10	-2	2	16	-7	6	11	-7	-2	3
Cc1[nH]ccc(=O)c1Oc1ncc(C(F)(F)F)cc1Cl	3	13	11	3	6	-22	-11	-3	3	-3	19
Cc1cccc(C2=NN(c3ccccc3)[C@@H](C(=O)N3CCOC3=O)[C@@H]2c2ccc([N+](=O)[O-])cc2)c1	2	9	1	7	-20	0	9	28	-19	·	10
N#Cc1ccccc1COC(=O)c1ccc2c(c1)OCCO2	-8	-189	-70	-41	-1	1	-9	-56	-17	·	-34
Cc1c(C(=O)N(Cc2ccc(F)cc2)C2CCS(=O)(=O)C2)oc2ccccc12 (configuration not stated)	-5	-10	3	-5	6	-21	4	-8	-9	1	-9
CC(=O)N1CCN(c2ccc(NCc3ccc(C)cc3)cc2)CC1	-8	3	-13	0	10	-11	3	-6	-6	-4	-10
COC(=O)c1c(-c2ccccc2)oc2c1C(OCCO)CCC2 (configuration not stated)	-15	·	4	-4	·	-7	·	3	·	·	·
CCOC(=O)N1CCN(C(=O)c2ccc3nc(SCc4ccc(F)cc4)n(C)c3c2)CC1	5	25	-12	-7	-2	29	5	4	-4	3	38
CCCCOc1ccc(SCCCN2CCOCC2)cc1	-4	-4	-28	-4	5	15	-7	0	8	·	-16
CCSCc1nc2ccccn2c1Br	2	6	-3	3	-2	13	-4	-2	0	·	-20
CCOc1ccc(N2C(=O)CC(N3CCN(c4ccc(Cl)cc4)CC3)C2=O)cc1 (configuration not stated)	-14	-4	19	3	4	-19	4	-1	-10	4	11
CCc1nnc(NC(=O)CSc2nnc(-c3ccoc3C)n2-c2ccccc2)s1	-14	0	20	-3	-18	-6	3	1	6	4	-3
O=C(NCCC1=CCCCC1)c1cc(COc2c(F)cccc2F)on1	-9	-43	-73	-46	-2	-20	-9	-17	-10	2	-6
CSc1ccc(S(=O)(=O)NCC(=O)OCC(=O)N(C)CC(=O)Nc2ccc(F)cc2)cc1[N+](=O)[O-]	-19	9	-1	0	6	-17	-5	9	-10	·	-15
Cn1cnnc1SCC(=O)Nc1ccccc1Oc1ccccc1	-1	1	11	7	7	-18	-2	13	2	1	0
CCOC(=O)c1cc2sccc2n1CC(=O)N1CCc2ccccc21	20	4	15	-7	-3	13	5	10	5	3	48
Cc1cc(Nc2ccc(F)cc2Cl)n2ncnc2n1	3	7	11	12	-11	-14	10	-5	-13	-1	-15
CCOC(=O)c1cnc(SCc2nc(N)nc(Nc3ccc(C)cc3)n2)nc1N	3	-26	-27	-1	17	5	-9	29	-5	1	13

# More records follow.
SMILES	TRAIL sens C8	Peg3 promoter	HIF-2a block	TROY signal inh	CF NFkB block	NR2E3 ag-2	TRPM1 prom inh	TWEAK-Fn14 inh	KKLEB cytotox	NR2E3 ag-1	Shn3 inh set2
Cc1ccccc1NC(=O)CSc1nc2c(c(=O)n(C)c(=O)n2C)n1C	7	19	7	-6	4	-10	-3	16	3	3	-6
COc1ccc2nc(NC(=O)CSc3nccc(C)n3)sc2c1	11	-8	-30	14	1	27	-10	9	-23	1	21
Cc1ccc(C)c(NC(=O)CSc2n[nH]c(-c3ccccn3)n2)c1	17	31	7	-21	5	27	19	19	7	4	72
Oc1c(CN2CCOCC2)cc(CN2CCOCC2)c(O)c1O	0	4	3	5	19	4	-4	52*	10	·	2
NNc1cc2c(nn1)CCN(C(=O)c1ccccc1)C2	-17	0	12	14	2	16	·	5	-2	·	-37
Oc1ccccc1C(Nc1nccs1)c1ccc2cccnc2c1O (configuration not stated)	-7	47	20	-13	-6	-42	19	14	0	6	93*
O=C(Cn1nc(-c2ccccc2)c2ccccc2c1=O)NCC1CCCO1 (configuration not stated)	11	6	8	4	2	-10	7	-2	2	-1	4
O=C(COC(=O)c1cccc(S(=O)(=O)N2CCCCC2)c1)NC1CCCc2ccccc21 (configuration not stated)	-19	13	16	8	-14	29	-3	0	13	0	-8
